Bioassay records: PubChem BioAssay, National Center for Advancing Translational Sciences (NCATS)
LDHA block = inhibitors of human lactate dehydrogenase A. P00338. purified LDHA, NADH/diaphorase-resazurin fluorescence; stronger effect = lower value. activity change, % (values are at about 110 or 230 µM). 0.15% of 480,000 active; in the data active = activity change below about -30%; inconclusive = mostly about -25% to -30%;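 also: plate controls were DMSO wells for no effect and wells without enzyme for full effect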
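Resorufin fluorescence (ex540/em590), read at 0 and 20 min after diaphorase/resazurin addition, reports the NADH left after a 5 min room-temperature reaction of 2 nM human LDH5 with 0.06 mM NADH and 0.2 mM pyruvate.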
D2 PAM = positive allosteric modulators of human D2 dopamine receptor. P14416. HEK293 T-REx D2, calcium flux, EC20 dopamine potentiation. potentiation, % at 10 µM. 0.34% of 340,000 active. AID 485347;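 active = potentiation over 3 SD above the plate norm, cut at about 30% in these data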; also: 0% is about no effect
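Using a no-wash calcium dye in inducible, force-coupled HEK293 Trex cells expressing D2, we tracked fluorescence each second for 180 s after compound, then for 180 s after EC20 dopamine to detect augmented signalling.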
D1 PAM = potentiators of human D1 dopamine receptor; potentiation, % at 10 µM; 0.036% of 360,000 active; AID 504651; HEK293 TREx D1 cells, calcium flux, dopamine EC20 potentiation; in the data active = potentiation above about 30%; also: 0% is about no effect
Glioma ERSR ind = inducers of ER stress response in human glioma cells | U87-MG GRP78 promoter luciferase reporter, 16 h | Potency, µM, for the others: at the highest dose activation, actives largely listed as activators | 0.02% of 420,000 active; also: potency is read from the fitted curve at half-maximal effect; series mostly up to about 76 µM; % of control where 0% means no effect; nearly all actives have a fitted effect of over 35% in size
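ERSR induction read as luciferase luminescence (Bright-Glo, 10 min at room temperature) in stably transfected human U87-MG glioma cells exposed to compounds for 16 h, using GRP78 as sensor.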
D1 antag = antagonists of human D1 dopamine receptor. P21728. HEK293 TREx D1 cells, calcium flux, dopamine EC80; stronger effect = lower value. activity change, negative = inhibition, % at 10 µM. 3.2% of 360,000 active. AID 504652; in the data active = activity change below about -30%; also: % is scaled to controls: 0 for no effect and ±100 for the full control effect
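Inducible Hek293 Trex D1 cells (tetracycline, overnight, 30 C). Calcium dye 30–90 min RT. Antagonist mode: EC80 dopamine added after 180 s compound read.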
Vif-APOBEC3F blk = inhibitors of Vif-A3F interaction; 0.2% of 390,000 active; Potency, µM (doses to about 46.1 µM), inactives show top-dose activity, negative = active; HeLa A3F-eYFP + Vif (tagged APOBEC3F with the HIV-1 protein that degrades it), YFP fluorescence increase; also: potency is read from the fitted curve at half-maximal effect; % of control where 0% means no effect; nearly all actives have a fitted effect of over 65% in size
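HeLa cells stably expressing A3F-eYFP plus Vif, plated and incubated overnight at 37 deg C, then exposed to compounds overnight at 37 deg C. Blocked degradation read as raised yellow fluorescence (Ex 488/Em 500-530).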
RXFP1 ag = agonists of human relaxin receptor RXFP1 | HEK293T-RXFP1 cAMP TR-FRET, 30 min; response scale: percent of porcine relaxin response, buffer zero | 0.3% of 370,000 active | AID 2676 | Q9HBX9 | Potency, µM (highest dose often 57.5 µM), for inactives: top-dose activation, actives largely listed as activators; also: potency is read from the fitted curve at half-maximal effect; % is scaled to controls: 0 for no effect and ±100 for the full control effect; nearly all actives have a fitted effect of over 60% in size; many of its hits are not listed in these tables
Target sequence (Q9HBX9 whole entry, looked up): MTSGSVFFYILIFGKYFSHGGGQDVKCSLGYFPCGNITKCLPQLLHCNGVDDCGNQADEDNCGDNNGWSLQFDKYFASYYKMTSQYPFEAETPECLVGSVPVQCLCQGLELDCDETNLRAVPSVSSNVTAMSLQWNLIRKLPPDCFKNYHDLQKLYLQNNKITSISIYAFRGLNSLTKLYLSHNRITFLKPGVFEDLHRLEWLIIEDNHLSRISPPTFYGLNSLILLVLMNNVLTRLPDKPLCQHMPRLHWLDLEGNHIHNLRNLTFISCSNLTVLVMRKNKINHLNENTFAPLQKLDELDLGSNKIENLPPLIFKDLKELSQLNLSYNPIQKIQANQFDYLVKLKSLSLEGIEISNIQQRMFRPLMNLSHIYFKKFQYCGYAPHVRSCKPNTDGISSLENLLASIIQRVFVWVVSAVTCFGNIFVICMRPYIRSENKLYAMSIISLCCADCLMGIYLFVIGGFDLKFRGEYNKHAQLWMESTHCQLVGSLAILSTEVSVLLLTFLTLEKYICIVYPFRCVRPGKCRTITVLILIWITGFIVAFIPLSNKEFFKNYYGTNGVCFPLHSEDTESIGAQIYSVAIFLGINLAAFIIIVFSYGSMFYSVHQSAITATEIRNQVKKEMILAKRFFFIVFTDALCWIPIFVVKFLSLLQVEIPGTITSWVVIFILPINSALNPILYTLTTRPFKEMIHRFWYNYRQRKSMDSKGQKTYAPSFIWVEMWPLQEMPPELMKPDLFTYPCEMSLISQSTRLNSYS
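cAMP rise read by TR-FRET after 30 min, 37C compound exposure (up to 58 uM) in RXFP1-transfected HEK293 cells with Ro 20174 present. EC50 from Hill-equation fits, with 29 nM porcine relaxin as 100% and buffer as basal.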
D1 ag = activates the human D1 dopamine receptor; P21728; HEK293 T-REx D1 cells, calcium flux, agonist mode; activation, % at 2 µM; 1% of 360,000 active; in the data active = activation above about 30%; also: 0% is about no effect
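Tetracycline-induced HEK293 TREx D1 cells, force-coupled to calcium signalling, were dye-loaded with a no-wash calcium kit. Compound was pin-added after a 10 s baseline. Fluorescence was read kinetically at 1 cycle/s for 180 s, with calcium rises flagged as agonism.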
Vif-A3G inh = Vif-A3G binding inhibition; Potency, µM (top dose mostly 46.1 µM), for inactives: top-dose activity, negative = active, hits mostly inhibitors; HeLa A3G-eYFP + Vif (tagged APOBEC3G with the HIV-1 protein that degrades it), YFP fluorescence, overnight; 0.076% of 410,000 active; AID 602310; Q9HC16;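 also: potency is read from the fitted curve at half-maximal effect; % is scaled to controls: 0 for no effect and ±100 for the full control effect; nearly all actives have a fitted effect of over 60% in size; hits raise eYFP signal because A3G escapes Vif-driven loss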
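Read-out is eYFP fluorescence (Ex 488/Em 500-530) from Vif-expressing HeLa A3G-eYFP cells; more signal means A3G escaped Vif-mediated degradation. Cells plated overnight, compound pinned in, incubated overnight at 37 deg C.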
Starred values were filed as active, the others as inactive; ? = inconclusive; · = no result given; & = joins results of further samples. Unless noted, calls follow the shape of the dose curve; as a rule, active = well fitted curve in the direction sought with a large enough effect; inconclusive = small, poorly fitted or top-dose-only effect, or another doubt; inactive = no such curve, though single readings can be large; an effect the other way counts as inactive or inconclusive.

SMILES	Vif-A3G inh	D1 PAM	D2 PAM	LDHA block	Vif-APOBEC3F blk	D1 ag	D1 antag	Glioma ERSR ind	RXFP1 ag
CCc1nn(C(CC)C(=O)NCc2cccs2)c(=O)c2cc3occc3n12 (centres undefined)	0.3%	-7.5	-3.4	-10.2	-4.9%	1.0	-10.9	-3.9%	4.2%
CCN1C(=O)[C@H]2[C@@H](c3ccc(-c4ccccc4)c(OC)c3)N[C@@](Cc3ccccc3)(C(=O)OC)[C@H]2C1=O	0.1%	-3.5	17.3	1.8	-7.3%	7.1	-3.3	-7.0%	1.2%
Nc1ccc2nc3c(=O)n(C4CCCCC4)c(=O)[nH]c3nc2c1	?	3.4	-7.4	7.8	12.6µM*	275.7*	3.0	-0.9%	0.0%
O=C(COc1ccc(C(=S)N2CCOCC2)cc1)N1CCCC1	-4.2%	-0.8	1.1	-7.8	-7.8%	3.4	13.4	0.9%	0.6%
Cc1cccc(NC(=O)c2sc3nc4c(c(-c5cccs5)c3c2N)CN(C)CC4)c1	-4.2%	-21.6	·	9.8	?	2.4	-40.0*	-6.0%	3.1%
CCN(CC(=O)Nc1ccc(OC)cc1)CC(=O)Nc1ccc(Cl)cc1F	1.2%	-2.8	5.7	-5.2	14.9%	4.7	-25.9	-2.4%	5.2%
Cc1ccc(Nc2ncnc(Cl)c2N)cc1	2.1%	·	·	-5.1	1.3%	·	·	2.1%	·
CCN(CC)c1ccc(-n2c(O)c(C=C3N=c4ccccc4=N3)sc2=S)cc1	0.6%	-4.6	17.5	-1.9	-0.8%	0.2	11.3	-5.2%	0.6%
CCN(c1ccccc1)S(=O)(=O)c1ccc2c(c1)N(C(C)=O)CCO2	-9.0%	-9.8	12.4	0.1	-9.8%	1.4	-3.7	-1.4%	-2.4%
COc1ccc(-c2noc(CCC(=O)NCC3CCN(Cc4cccc(C)c4)CC3)n2)cc1	-0.4%	-4.5	3.2	-5.3	0.4%	13.2	9.5	-2.8%	0.8%
CCOc1ccc(Br)cc1S(=O)(=O)Nc1cccc(S(=O)(=O)N(CC)CC)c1	-1.7%	-0.7	-0.2	-5.4	1.4%	7.3	-9.0	-4.4%	6.3%
Cc1c(Cl)cccc1NC(=O)NCc1ccc(F)cc1	-0.7%	7.8	-21.7	-9.7	-11.8%	1.0	-1.7	2.4%	-2.2%
CC(C)C(=O)NNS(=O)(=O)c1ccccc1[N+](=O)[O-]	-0.9%	-0.6	-2.6	-0.3	4.4%	3.7	10.2	-3.6%	1.1%
CN1/C(=C\C(=O)Nc2ccc(Cl)cc2)C(C)(C)c2ccccc21	3.2%	-4.9	6.1	-0.7	?	3.6	-11.7	-4.1%	4.9%
CCN(CC)CCCNC(=S)N(Cc1cccnc1)Cc1cc2cc(C)cc(C)c2[nH]c1=O	1.7%	-3.0	9.4	-5.6	18.3%	1.6	-2.5	-3.5%	0.5%
Cc1cccc(C(=O)OCC(=O)N(C)C(c2ccccc2)c2ccccc2)c1[N+](=O)[O-]	0.0%	-1.9	13.1	-3.1	0.4%	15.5	-15.0	-5.4%	-1.3%
COc1cc(SC)ccc1C(=O)Nc1nc(C)cc(C)n1	-1.0%	-1.0	-0.1	-5.4	1.0%	0.3	-18.0	-1.2%	-0.6%
COc1ccc(OC(=O)c2ccc(OC)c(S(=O)(=O)N3CCOCC3)c2)cc1	-0.1%	-3.0	0.5	-7.0	-10.7%	2.4	-12.9	-0.7%	-0.5%
CN(CCO)c1cc(N(C)CCO)c([N+](=O)[O-])cc1[N+](=O)[O-]	0.1%	-2.8	7.1	-5.4	28.1%	3.7	-10.4	-0.3%	5.6%
CCN(CC)C(=O)Cn1cc(S(=O)(=O)CC(=O)NCCc2ccccc2)c2ccccc21	-0.5%	8.4	1.0	-4.9	0.5%	-1.2	0.5	0.4%	-2.2%
CCOC(=O)c1c(C)oc2nc(C)nc(NCC3CCN(Cc4ccc(C)cc4)CC3)c12	2.7%	1.3	3.5	-4.2	2.0%	1.6	-1.0	-0.6%	-1.5%
CCN(C(=O)COC(=O)c1cc(C)oc1C)c1c(N)n(Cc2ccccc2)c(=O)[nH]c1=O	-5.7%	0.2	8.7	-4.6	4.5%	0.7	-5.4	-4.7%	-1.1%
CCOC(=O)c1ccccc1NC(=O)N(Cc1ccc(C)cc1)Cc1cccn1-c1nnc(N2CCCC2=O)s1	1.1%	4.5	9.5	-2.1	-11.1%	1.0	11.3	-1.6%	-1.4%
CN1C(=O)c2ccc(NC(=O)C3CC3)cc2C1=O	-0.6%	-3.1	21.1	-0.6	-3.3%	0.9	-10.8	-4.3%	4.1%
O=C(Nc1ccccc1)N1CCC(C(=O)N2CCN(c3ccccc3F)CC2)CC1	-6.3%	-1.1	1.2	-5.5	-11.3%	0.7	-5.8	-2.1%	-0.1%
CC12CC3(C)CC(C)(C1)CC(C(=O)NC(=S)N1CCOCC1)(C2)C3	?	-0.1	10.3	-0.3	-1.3%	3.0	11.8	-1.4%	-0.5%
CCOc1cc2c(C#N)c(N3CCNCC3)nc(N)c2c(N)n1	0.2%	1.1	-0.9	6.0	-6.7%	-3.6	43.9	-5.5%	4.4%
O=C(c1cc(Cl)nc2ccccc12)N1CCN(S(=O)(=O)c2cccc(C(F)(F)F)c2)CC1	1.6%	-5.9	-2.3	-8.8	-10.6%	-0.8	-32.5*	1.3%	-0.7%
C[C@@H](NC(=O)c1nc[nH]c1C(=O)NC1CCN(C(=O)OC(C)(C)C)CC1)c1ccccc1	-12.7%	1.9	0.5	-10.8	3.6%	0.1	-67.0*	-3.4%	-3.9%
CCn1c(CNc2ccc(Cl)cc2)nnc1SCC(=O)NCc1ccccc1	-5.2%	-0.5	-2.3	4.9	·	1.5	3.1	-0.9%	1.7%
CCN(c1ccc(NC(=O)COC(=O)/C=C/c2ccco2)cc1)C(C)C	-0.1%	·	·	7.1	0.8%	·	·	-1.2%	·
CC1(C)C(=O)N(CCN2CCC(C(=O)c3ccc(F)cc3)CC2)c2ccccc21	-1.2%	-7.0	-10.6	-0.1	1.5%	7.1	-62.3*	-2.1%&-2.6%	-0.2%
CCc1ccc(C(=O)NNC(=O)C2CSC3(C)CCC(=O)N23)cc1 (centres undefined)	-0.1%	2.2	-3.0	-4.8	6.0%	1.0	-0.4	-4.1%	1.0%
COCCCNC(=O)CN(C1CCCCC1)S(=O)(=O)c1ccc(C)cc1	-0.4%	-3.9	0.0	-5.2	-10.9%	1.8	-5.8	-4.4%	-1.0%
Cc1ccc(Nc2cc(C)c(C#N)c3nc4ccccc4n23)cc1Cl	1.2%	-0.8	10.4	0.4	2.9%	5.9	1.3	-3.1%	5.8%
O=C(Cc1cccs1)NCc1cccc(CNC(=O)Cc2cccs2)c1	-2.0%	0.5	-4.4	0.7	-0.2%	3.4	2.9	-6.0%	0.0%
CCCOc1ccc(-c2nc(N3CCN(CC)CC3)c3ccccc3n2)cc1	-7.6%	-4.2	-4.2	1.7	-14.6%	0.3	2.5	-0.6%	0.0%
COc1cc(NS(=O)(=O)c2cc3[nH]c(=O)[nH]c3cc2C)cc(OC)c1OC	2.1%	-0.9	13.1	-0.4	-2.4%	1.6	-1.2	0.1%	-3.5%
O=C(c1cccnc1)C1CCCN(Cc2nc(Cc3ccccc3F)no2)C1 (centres undefined)	-4.4%	2.2	7.1	-3.2	-16.1%	4.5	3.0	-3.9%	0.0%
O=C(NCc1ccco1)C1CCCN(S(=O)(=O)c2ccc(Cl)cc2)C1 (centres undefined)	-1.6%	-2.5	-5.3	-14.2	4.2%	1.1	8.9	-5.2%	4.2%
Cc1cccc(N2CCN(c3ccc4cc(S(=O)(=O)N5CCCCC5)ccc4n3)CC2)c1C	-5.3%	-0.1	11.2	-0.9	-0.8%	-0.4	-3.4	-4.2%	4.8%
O=C(NCCCn1ccnc1)c1ccccc1NS(=O)(=O)c1ccc(F)c(F)c1	3.2%	-3.8	-1.4	-7.0	-10.4%	-1.0	·	2.6%	-0.9%
O=C(/C=C/c1ccc(-c2ccccc2[N+](=O)[O-])o1)c1ccco1	-17.3%	-5.8	-3.0	4.3	0.6%	-4.4	9.9	9.9%	1.3%
O=[N+]([O-])c1c(C(Cl)Cl)nn(-c2ccccc2)c1N1CCOCC1	-9.5%	-2.4	-0.7	0.3	3.6%	5.3	3.8	-5.2%	-2.8%
COc1cccc(C(=O)NCC(=O)N/N=C/c2cccnc2)c1	2.9%	-1.2	-4.6	-4.2	-0.7%	2.0	-7.4	4.2%	1.7%
COc1ccc(N(CC(=O)N2CCN(c3cccc(C)c3)C(C)C2)S(=O)(=O)c2c(C)n[nH]c2C)cc1 (centres undefined)	-6.5%	0.7	2.0	-3.2	-0.5%	-3.6	21.5	-1.8%	0.7%
CCn1c(=O)n(CC)c2cc(N3CCCC3)c(NC(=O)c3ccccc3OC)cc21	-1.0%	0.7	4.7	-1.2	1.6%	8.2	-9.6	-6.4%	1.7%
O=C(Nc1cccc(Cl)c1)N1CCOCC1	-1.3%	-3.1	4.6	0.5	1.8%	1.5	13.9	1.6%	0.7%

Some of the compounds tested (hit frequency here may not be typical).
